# LANA DNA inh = blocks KSHV LANA C-terminal domain binding to DNA. MBP-C-LANA/FAM-LBS DNA binding, fluorescence polarization. inhibition, % at 9 µM. 0.078% of 340,000 active. AID 504423;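 active means highest replicate inhibition at or above 60% at 9 µM, even if other replicates fall short; inactive means all replicates below 60% inhibition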;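 further: 0% = neutral control wells and 100% = 4 µM acridine orange control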
# SR-BI HDL uptake = blocks mouse SR-BI lipid uptake from DiI-HDL | 0.96% of 320,000 active | ldlA[mSR-BI] CHO cells, DiI-HDL uptake fluorescence, 3 h | Q61009 | AID 488896 | inhibition, % at 12.5 µM;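 active means mean replicate inhibition of at least 70% and a set share of replicates each scoring 70 or more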;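 further: 0% = median of neutral control wells and 100% = median of positive control wells; values of inactives mirror those of a sister screen read the other way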
# Target sequence (Q61009 whole entry, looked up): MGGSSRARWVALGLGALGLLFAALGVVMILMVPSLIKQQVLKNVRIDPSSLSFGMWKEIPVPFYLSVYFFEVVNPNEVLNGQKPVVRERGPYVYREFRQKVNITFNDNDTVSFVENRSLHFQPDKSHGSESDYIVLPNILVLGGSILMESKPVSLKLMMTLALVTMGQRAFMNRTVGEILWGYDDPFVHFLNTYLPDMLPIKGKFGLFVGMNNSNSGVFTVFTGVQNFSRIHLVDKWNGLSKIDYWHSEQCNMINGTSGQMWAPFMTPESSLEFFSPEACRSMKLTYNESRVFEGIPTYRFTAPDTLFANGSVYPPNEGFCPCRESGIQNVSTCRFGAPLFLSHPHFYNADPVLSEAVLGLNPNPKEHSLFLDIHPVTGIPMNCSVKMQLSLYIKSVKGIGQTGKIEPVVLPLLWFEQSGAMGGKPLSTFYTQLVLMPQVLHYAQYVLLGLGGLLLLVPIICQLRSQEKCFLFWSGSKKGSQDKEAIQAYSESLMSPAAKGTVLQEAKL
# DAGLB inh = blocks human DAGLB lipase activity; HEK293T DAGLB membrane lysate, EnzChek fluorogenic substrate; inhibition, % at 5.17 µM; 0.059% of 340,000 active; AID 504411; in the data active means inhibition above about 34%;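 further: 0% = enzyme with vehicle and 100% = wells lacking enzyme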
# PKA-R2B activ = activates the human PKA-R2B holoenzyme complex. P22694+P31323. PKA-R2B holoenzyme dissociation, Cy5-IP20 fluorescence polarization; R2B truncated from residue 108, S112A mutant; 0% DMSO only, 100% 113 µM cGMP. activation, % at 11.4 µM. 0.079% of 340,000 active;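 active means activation above a cutoff set at the mean over all compounds plus 3 SD, cut at about 18% in these data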;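 further: higher means more holoenzyme dissociation and a rise in polarization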
# Target sequence (P31323 whole entry, looked up, other chains not shown, the tested form may be a part): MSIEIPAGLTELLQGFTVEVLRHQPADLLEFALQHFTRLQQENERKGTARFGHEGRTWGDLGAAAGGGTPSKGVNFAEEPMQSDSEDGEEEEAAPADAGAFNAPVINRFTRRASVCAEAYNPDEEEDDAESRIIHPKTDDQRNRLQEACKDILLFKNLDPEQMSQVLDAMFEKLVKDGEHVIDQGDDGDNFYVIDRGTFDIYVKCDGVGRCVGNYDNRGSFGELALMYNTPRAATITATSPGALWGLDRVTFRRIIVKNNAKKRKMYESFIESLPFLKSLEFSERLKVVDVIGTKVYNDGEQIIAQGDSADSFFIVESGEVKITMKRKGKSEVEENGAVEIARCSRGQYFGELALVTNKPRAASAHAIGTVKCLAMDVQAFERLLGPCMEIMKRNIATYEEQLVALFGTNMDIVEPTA
# PvdQ inh = blocks Pseudomonas aeruginosa PvdQ acylase activity; purified PvdQ acylase, fluorescence plate reader; inhibition, % at 10 µM; 0.063% of 340,000 active; AID 488965; in the data active means inhibition above about 30%, passing the limit was not always enough;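 further: 0% = vehicle neutral wells and 100% = reference inhibitor wells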
# SR-BI DiI-HDL act = SR-BI HDL lipid transfer activation. CHO ldlA[mSR-BI] cells, DiI-HDL uptake fluorescence, 3 h; 100 = double the neutral-control signal. activation, % at 12.5 µM. 0.096% of 320,000 active;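 active means mean replicate activation of at least 60% and every replicate at or above 60%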;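 further: 0% = median plate neutral-control signal and 100% = twice that signal; values of inactives mirror those of a sister screen read the other way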
#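 Test system: SR-BI-overexpressing, LDLR-lacking CHO cells; Also added: labelled HDL, 10 µg/mL; Measured by: bottom-read cell fluorescence after medium removal, ex 550/em 595 nm; Timing: 3 h uptake period with compound, 37 °C; Buffer or medium: F12, 0.5% BSA, 25 mM HEPES; Doses: single compound concentration, delivered by pin transfer.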
# Keap1-Nrf2 PPI = disrupts human Keap1 binding to Nrf2 peptide; Q14145; Keap1 Kelch-Nrf2 peptide fluorescence polarization, 1536-well; inhibition, % at 9.4 µM; 0.15% of 340,000 active; AID 504523; in the data active means inhibition above about 12%;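 further: human Keap1 Kelch domain with fluorescein labeled Nrf2 9mer peptide probe; 0% = neutral control wells and 100% = peptide positive control; higher means more block of Keap1 binding to Nrf2 peptide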
# NSD2 HMT inh = NSD2 (human) methyltransferase inhibition | inhibition, % at 12.5 µM | NSD2 peptide methylation, AlphaScreen, 120 min | 0.54% of 310,000 active | O96028; in the data active means inhibition above about 50%
# RTF Ca sens inh = cardiac RTF calcium desensitization. 0.12% of 340,000 active. P19429+P45379. inhibition, % at 7.15 µM. AID 493244. IANBD-labeled cardiac RTF, Ca2+ fluorescence;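 active means inhibition above the mean inhibition of all tested compounds plus 3 SD, cut at about 17% in these data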;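 further: assay run at fixed EC70 calcium of 1.6 mM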
# Arr AP2 block = inhibitors of human beta-arrestin and AP2 interaction. 0.31% of 340,000 active. FITC-arrestin peptide / GST-AP2 beads, flow cytometry; AP2 beta2 appendage carries R879A mutation. inhibition, % at 10 µM;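 active means inhibition above a set limit, near 3 SD of compounds lacking own fluorescence, cut at about 54% in these data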;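 further: plate controls were DMSO wells for no effect and 5 µM unlabelled arrestin peptide for full effect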
#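 Material – AP2 appendage R879A on GSH beads · Buffer or medium – PBS with 0.05% Tween 20 and 0.1% BSA · Probe or stimulus – fluorescein-tagged arrestin peptide at 50 nM final · Incubation – compound with beads 12 min RT, then probe 1 h RT · Detection – high-throughput flow cytometry of beads, ex 488, em 535 nm · Evaluation – percent response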
# * = called active by the depositor; · = no result given.
SMILES,LANA DNA inh,SR-BI HDL uptake,DAGLB inh,PKA-R2B activ,PvdQ inh,SR-BI DiI-HDL act,Keap1-Nrf2 PPI,NSD2 HMT inh,RTF Ca sens inh,Arr AP2 block
O=C(NCc1csc(-c2ccccc2)n1)c1cc(F)cc2c1OCOC2,-0.4,1,-14,-1,-13,-1,1,-2,2,13
COc1ccc(NC(=O)c2cc(-c3ccc(C)o3)nc3ccccc23)cc1OC,4.5,83*,0,3,5,-83,-3,2,-6,24
COc1ccc(C2=CC(c3ccc(F)cc3)n3nnnc3N2)cc1 (configuration not stated),15,46,-13,-2,19,-46,1,-1,-24,32
CCCNS(=O)(=O)c1ccc(CCC(=O)N2CCN(c3ccc(OC)cc3)CC2)cc1,0.8,22,-1,-9,27,-22,-2,·,-1,25
C[C@@H](C(=O)NCCc1ccccc1)N1C(=O)N2CCc3c([nH]c4ccccc34)[C@@]2(C)C1=O,2.1,64,3,4,-1,-64,-1,·,-3,8
COc1cc(C#N)c(NC(=O)CN2CCC(C(N)=O)CC2)cc1OC,3.6,-41,-2,3,-10,41,-5,·,2,13
COc1ccc(-c2cn(-c3ccc(OC)cc3)c(=S)[nH]2)cc1,-1.6,13,0,-9,-2,-13,0,2,-9,16
Cc1cc(NS(=O)(=O)c2ccc(NC(=O)COc3ccccc3Cl)cc2)no1,1.6,-13,2,4,-9,13,-1,0,-14,-8
CC(C)(C)NC(=O)NC(=O)COC(=O)CNC(=O)c1cccc(F)c1,0.4,-21,-1,-2,-1,21,-4,0,-13,32
CC1C(=O)N2CCCc3cc(NS(=O)(=O)c4ccc([N+](=O)[O-])cc4)cc1c32 (configuration not stated),3.0,-2,3,-23,10,2,-1,2,-6,15

# Four entries picked at random from the list so far:
SMILES,LANA DNA inh,SR-BI HDL uptake,DAGLB inh,PKA-R2B activ,PvdQ inh,SR-BI DiI-HDL act,Keap1-Nrf2 PPI,NSD2 HMT inh,RTF Ca sens inh,Arr AP2 block
COc1cc(C#N)c(NC(=O)CN2CCC(C(N)=O)CC2)cc1OC,3.6,-41,-2,3,-10,41,-5,·,2,13
COc1ccc(C2=CC(c3ccc(F)cc3)n3nnnc3N2)cc1 (configuration not stated),15,46,-13,-2,19,-46,1,-1,-24,32
CC1C(=O)N2CCCc3cc(NS(=O)(=O)c4ccc([N+](=O)[O-])cc4)cc1c32 (configuration not stated),3.0,-2,3,-23,10,2,-1,2,-6,15
Cc1cc(NS(=O)(=O)c2ccc(NC(=O)COc3ccccc3Cl)cc2)no1,1.6,-13,2,4,-9,13,-1,0,-14,-8

# New compounds follow
SMILES,LANA DNA inh,SR-BI HDL uptake,DAGLB inh,PKA-R2B activ,PvdQ inh,SR-BI DiI-HDL act,Keap1-Nrf2 PPI,NSD2 HMT inh,RTF Ca sens inh,Arr AP2 block
CCN1C[C@@H]2[C@@H]3C(=O)N(C)C(=O)[C@@H]3[C@](C)(C1=O)N2C(=O)c1ccc(C)cc1,-1.8,-12,2,4,-11,12,-3,·,7,5
Cc1ccc(N=C2NC(=O)/C(=C/c3cn(C)c4ccccc34)S2)cc1C,1.4,81*,-4,-2,2,-81,-6,-5,-44,-6
CCn1c(CC(=O)Nc2ccc(OC)cc2)nnc1SCC(=O)N1CCOCC1,-0.2,-21,2,9,3,21,5,-1,-6,66*
Cc1cc(C)n2nc(C(=O)Nc3c(C)nn(Cc4ccc(F)cc4)c3C)cc2n1,-1.3,·,3,3,-8,·,-2,21,-3,12
OC1(c2ccc(Br)cc2)CN(c2ccccc2)C2=[N+]1CCS2 (configuration not stated),0.2,37,-3,-5,11,-37,-6,-1,8,25
CCCC[N+](CC#Cc1ccccc1)(CCCC)CCCS(=O)(=O)[O-],0.8,-8,-1,3,5,8,0,0,3,-7
CCSc1nsc(NC(=O)Nc2cccc(C(C)=O)c2)n1,1.1,-14,1,5,-5,14,-4,-2,-1,-14
O=c1ccn([C@@H]2O[C@H](CNCC3=Cc4cc(O)ccc4OC3)[C@@H](O)[C@H]2O)c(=O)[nH]1,3.8,-10,0,1,-17,10,-4,·,-14,40
Cc1ccc(NC(=O)c2ccc(OC(=O)CCN3C(=O)c4ccccc4C3=O)cc2)cc1,1.1,·,0,-5,0,·,-4,4,6,15
COc1cc(CN2CCN(c3cccc(Cl)c3)CC2)cc(OC)c1OC,0.0,-19,-2,-5,-5,19,1,3,-1,2
CC(NC(=O)CNC(=O)c1cccs1)c1cccc(C(F)(F)F)c1 (configuration not stated),0.6,-1,-1,-20,-4,1,-2,-2,-3,-4
CCOC(=O)c1nc(Nc2ccc(C(=O)O)cc2)c2ccccc2n1,0.5,-9,2,0,0,9,-4,·,8,2
O=C(NCc1nc2ccccc2[nH]1)C1=C[C@H](c2ccc3c(c2)OCO3)C[C@H](OCCCCO)O1,-0.5,4,0,3,2,-4,-11,·,-4,14
CCOC(=O)N1CCN(C(=O)C2CCC(=O)N(Cc3ccc(Cl)cc3)C2)CC1 (configuration not stated),-1.9,-13,2,-11,-19,13,4,-2,-21,-3
COc1ccc(NCC(=O)N/N=C/C=C\c2ccccc2)cc1,-0.4,13,1,-8,1,-13,1,0,-3,3
CCCn1c(O)c(N=NC(=O)CNC(=O)/C=C/c2ccc(OC)cc2)c2ccccc21,0.2,54,3,-2,9,-54,-4,4,3,47
C=CCCN(C(C(=O)OC)C(C)C)S(=O)(=O)c1ccccc1Br (configuration not stated),-0.3,-10,-9,-9,-28,10,-1,·,4,7
COc1ccc(C(C)(C)C)cc1NC(=O)c1ccc[n+]([O-])c1,0.0,·,2,6,-15,·,-2,-3,-6,-4
Cc1ccc(N2C(=O)CC(Sc3ncn[nH]3)C2=O)cc1C (configuration not stated),0.1,-34,-1,-8,-30,34,-1,·,5,4
CC(=O)Nc1cc(C(=O)NCc2ccco2)ccc1Sc1ccc(F)cc1,0.7,-8,1,-9,-19,8,-4,5,-5,2
CNC(=O)COc1coc(CN2CCN(c3ccccc3)CC2)cc1=O,-1.5,-13,0,1,-7,13,1,-1,-4,6
CC(=O)C1=C(c2ccccc2)NC(=O)NC1c1ccc(O)c(Cl)c1 (configuration not stated),-0.1,2,3,0,4,-2,0,0,3,22
Cc1ccc(-c2noc(Cn3cc(S(=O)(=O)N4CCCC4)ccc3=O)n2)cc1,0.1,8,2,3,1,-8,0,-2,1,3
CCCCN(C(=O)CSc1nnc(-c2ccccc2)n1C)c1c(N)n(Cc2ccccc2)c(=O)[nH]c1=O,2.0,-3,3,-8,7,3,4,-3,11,31
Cc1ccc(NC(=O)c2nc[nH]c2C(=O)NCc2ccccc2)cc1,1.3,-37,-2,5,2,37,0,·,-4,7
CC(C)C[C@@H](CSc1ccc(Br)cc1)N1CCN(CCc2ccccc2)CCC1=O,0.9,-6,-41,-10,-17,6,-7,·,10,4
COc1ccccc1C(O)(C(=O)NN(C)c1ccccc1)c1ccccc1OC,1.3,-14,-2,-3,-10,14,-5,-3,5,-1
NC(=O)C1CCCN(C(=O)c2ccc(-c3cccc(Cl)c3Cl)o2)C1 (configuration not stated),-0.8,1,5,-9,-7,-1,3,0,-13,0
Cc1ccc(C2(C(F)(F)F)N=C3Sc4cc(C)cc(C)c4N3C(=O)N2)cc1 (configuration not stated),-0.7,-2,0,2,-8,2,-2,-5,7,1
COc1ccc(Cn2c(=O)c3[nH]cnc3n(-c3ccc(C)cc3)c2=O)cc1,-1.1,3,0,12,-15,-3,-2,-2,-1,14
CSC[C@H](NC(=O)Cc1c(C)c2cc3c(C)c(C)oc3cc2oc1=O)C(=O)N[C@@H](Cc1ccccc1)C(=O)O,1.9,-8,0,-5,8,8,2,·,1,-5
N#Cc1c(SCC(=O)O)nc(-c2ccccc2)c2c1CCCC2,0.6,-40,0,1,-15,40,-3,1,1,-4
O=C(c1ccc(NS(=O)(=O)c2cccs2)cc1)N1CCOCC1,0.0,-10,1,-2,-8,10,-5,-1,4,1
CC(C)(C)OC(=O)N1CCN(C(=O)c2[nH]cnc2C(=O)NCc2ccccc2)CC1,0.3,-12,-1,-8,5,12,0,·,-6,24
Nc1ncnc(Nc2c(F)cccc2F)n1,-0.1,-16,0,-4,-14,16,-4,-1,-3,-28
Cc1cc(NC(=O)CSc2n[nH]c(-c3ccccc3Br)n2)no1,-0.4,-28,1,-5,6,28,-2,28,-3,12
COc1ccc(C(=O)NNC(=O)c2snnc2C)cc1,-1.3,-10,-1,-3,-7,10,-3,-2,0,0
O=C(/C=C/c1ccccc1)c1ccc2c(c1)OCO2,1.9,0,-9,-2,10,0,0,9,-4,-5
CC(=O)c1cc(NC(=O)c2ccc(C)cc2)c(=O)oc1/C=C/N(C)C,-1.1,37,-10,-11,-4,-37,-5,-2,-26,0
CCCCn1c(SCC(=O)NCc2ccco2)nc2cc(S(N)(=O)=O)ccc21,-1.0,-2,1,-3,-7,2,-7,-2,0,8
Cc1ccc(NC(=O)CS(=O)CC(=O)N(c2ccccc2)C(C)C(=O)NC2CCCC2)cc1 (configuration not stated),1.3,-8,0,-3,4,8,2,0,-4,6
CSCCC(NC(=O)c1ccccc1Br)C(=O)NCC(C)(C)N1CCOCC1 (configuration not stated),-0.5,1,0,0,-6,-1,4,-3,4,-8
COC(=O)c1ccc2c(c1)c(C#Cc1ccccc1)c(-c1ccccc1)n2C,-2.0,52,8,-6,-36,-52,-6,·,-4,-8
COc1ccc2[nH]c(N=Nc3ccccc3C)c(O)c2c1,1.3,0,10,6,-8,0,-1,1,-5,-27
Cc1ccc(Cl)cc1N1CCN(C(=O)c2cccc3c(=O)c(C)c(-c4ccccc4)oc23)CC1,1.1,26,-1,0,8,-26,-5,-2,1,5
COc1ccc(C(CNC(=O)C(C)c2ccc3cc(OC)ccc3c2)N(C)C)cc1 (configuration not stated),-1.3,·,1,-5,3,·,0,2,9,21
CCOC(=O)c1cc(CC)sc1NC(=O)Cc1ccsc1,-0.5,30,-15,-19,0,-30,5,-1,-5,3
NC(=O)NC(c1ccccc1)c1cccc2ccccc12 (configuration not stated),0.4,-18,0,2,-4,18,1,2,2,-12
CC(C)OC(=O)CC1C(=O)NCCN1C(=S)NC(=O)c1cccs1 (configuration not stated),1.1,5,1,5,-1,6,0,-4,1,-6
O=C(NCC(c1ccco1)N1CCCCC1)C(c1ccccc1)c1ccccc1 (configuration not stated),0.0,3,-3,-5,-1,-3,-6,1,-5,-21
CC(C)(C)n1ncc2c(=O)n(CC(=O)NCc3ccccc3Cl)cnc21,0.2,-21,-1,5,-2,21,-6,2,-4,8
CN(C)c1nc(Nn2cnnc2)nc(N(C)C)n1,1.4,·,-5,2,12,·,4,-4,-7,5
CCCc1nnc(NC(=O)CC(C)c2ccccc2)s1 (configuration not stated),-2.1,-3,0,-18,-13,3,-4,-2,-10,9
